miR-122 sensor: inhibitors of miR-122 in Huh7 cells. Huh7 miR-122 Renilla luciferase sensor, 48 h; neutral wells = 0, positive control = 100. activation (reporter increase), % at 12.5 µM. actives 0.3% (n = 340,000);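 active means mean replicate activation score at least 90 and every replicate individually at or above 90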;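 further: higher luciferase means less miR-122 activity so hits act as miR-122 inhibitors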
An asterisk follows results filed as active.

#	miR-122 sensor	compound
1	-6	CN1CCN(c2nc(-c3ccccc3)nc3c2oc2ccccc23)CC1
2	5	CCOc1ccc(-c2nnc(SCC(=O)N3CCOCC3)o2)cc1
3	-5	O=C(O)CC/C(=N\Nc1ccccc1[N+](=O)[O-])c1cccs1
4	2	Cc1cc(C)cc(Oc2nc(C(F)(F)F)nc3ccccc23)c1
5	7	COc1ccc(F)cc1S(=O)(=O)n1cc(C)nc1-c1ccccc1
6	0	CCOC(=O)c1sc(/N=C/Nc2nc(C)c(C(=O)OCC)s2)nc1C
7	4	Cc1noc(C)c1S(=O)(=O)N1CCCC(C(=O)NCCC2=CCCCC2)C1 (configuration not stated)
8	54	COc1cc(S(=O)(=O)NC2CCCC2)ccc1Cl
9	-1	COc1cccc(C(c2nnnn2C(C)(C)C)N2CCN(C3CCCCC3)CC2)c1OC (configuration not stated)
10	10	CCOC(=O)c1sc(NC(=O)c2cc3c(s2)CCC(C)C3)nc1C (configuration not stated)
11	-3	CC(OC(=O)CNC(=O)c1ccc2c(c1)OCO2)C(=O)NCCC1=CCCCC1 (configuration not stated)
12	-1	Cc1cc([N+](=O)[O-])ccc1NC(=S)NC(=O)Cc1ccccc1
13	6	CCOc1ccc(CNC(=S)N/N=C\c2ccc([N+](=O)[O-])cc2)cc1
14	-4	[O-][n+]1onc2c3ccnnc3ccc21
15	-1	COc1ccc(NC(=O)c2ccco2)c(OC)c1

Reprinted at random: 2 compounds from above, in no set order.
#	miR-122 sensor	compound
14	-4	[O-][n+]1onc2c3ccnnc3ccc21
4	2	Cc1cc(C)cc(Oc2nc(C(F)(F)F)nc3ccccc23)c1

(continued)
#	miR-122 sensor	compound
16	40	N#CC(c1ccc(Cl)nn1)c1ccc(Cl)cc1Cl (configuration not stated)
17	-2	Cc1c(Cl)cccc1NC(=O)Cn1cnc(S(=O)(=O)N2CCCC2)c1
18	0	N#Cc1cnn(-c2nc3sc4c(c3c(=O)[nH]2)CCCC4)c1N
19	-4	CCN(CC(=O)N1CCOCC1)S(=O)(=O)c1ccc(C)cc1
20	1	COC(=O)C1C(=O)C=C(N2CCOCC2)CC1(C)C (configuration not stated)
21	5	N#C/C(=C1/CCCCCN1)c1nc2ccccc2[nH]1
22	-3	Cn1c(CCCNC(=O)c2cccs2)nc2ccccc21
23	-2	O=C(NCc1ccncc1)c1cccc(Cn2cc(Br)cn2)c1
24	-9	C/C(=C1\SC(N2CCOCC2)=NC1=O)c1ccc(C)cc1
25	6	CC(C(=O)NCc1ccco1)n1cc(C(=O)c2ccco2)c2ccccc21 (configuration not stated)
26	5	CCn1c(SCC(=O)Nc2ccccc2N2CCOCC2)nnc1-c1ccccc1O
27	-4	Cc1cc(C)n(/N=C/c2cccc(O)c2)c(=O)c1C(N)=O
28	12	O=C(NCc1nc2ncc(Br)cc2[nH]1)c1ccccc1
29	1	COC(=O)c1ccc(NC(=O)Cn2nc(SC)n(N)c2=S)cc1
30	-6	COC(=O)c1ccc(C2C(C#N)=C(N)Oc3cc(C)n(C)c(=O)c32)cc1 (configuration not stated)

Continuation.
#	miR-122 sensor	compound
31	-3	CCn1c(COc2ccccc2C(N)=O)nc2ccccc21
32	5	COCCN1Cc2cccc(C(=O)Nc3c(C)cc(C)cc3C)c2C1=O
33	4	C=CCNC(=O)c1c(-c2c(F)cccc2Cl)noc1C
34	-2	CN(C)S(=O)(=O)n1ccnc1
35	-3	CN1C(=O)N(C)C2CC1N(C)C(=O)N2C
36	-5	NC(=O)N1CC(O)CC1C(=O)Nc1ccc(Cl)c(Cl)c1 (configuration not stated)
37	-9	COc1cc(C(=O)Nc2ccc(-c3nc4cc(C)ccc4o3)c(O)c2)cc(OC)c1OC
38	-5	O=C(Cn1[nH]c(=O)c2ccccc2c1=O)NC1CCCCCC1
39	7	CC(Nc1ccc(Br)cn1)c1cc(Cl)ccc1O (configuration not stated)
40	39	CN(C)S(=O)(=O)N1CCc2ccccc21
41	-2	O=C(COc1ncnc2ccccc12)NCc1ccc2c(c1)OCO2
42	-9	O=[N+]([O-])c1ccccc1N/N=C/c1c[nH]c2ccccc12
43	-5	O=C(c1noc2c1CCCC2)N1CCCC(N2CCN(c3ccccc3F)CC2)C1 (configuration not stated)
44	-4	CN(C)S(=O)(=O)c1ccc(C(=O)Nc2cccc(C(=O)O)c2)cc1
45	1	CCOc1cc(/C=C\[N+](=O)[O-])ccc1OCC(=O)Nc1ccccc1C

3 entries out of the list above, arranged by their value in miR-122 sensor, falling.
#	miR-122 sensor	compound
32	5	COCCN1Cc2cccc(C(=O)Nc3c(C)cc(C)cc3C)c2C1=O
41	-2	O=C(COc1ncnc2ccccc12)NCc1ccc2c(c1)OCO2
38	-5	O=C(Cn1[nH]c(=O)c2ccccc2c1=O)NC1CCCCCC1

The results go on:
#	miR-122 sensor	compound
46	-6	CC1CCN(C(c2ccc(N(C)C)cc2)c2nnnn2C(C)(C)C)CC1 (configuration not stated)
47	-4	CC(C)(NC(=O)N1CCOCC1)c1cccc(C(C)(C)NC(=O)N2CCOCC2)c1
48	6	COc1ccc(N2CCN(C(=O)c3ccc(OCC4CCCO4)cc3)CC2)cc1 (configuration not stated)
49	-2	COc1ccc(C2c3sc(=O)[nH]c3SC3C4CCC(C4)C23)cc1OC (configuration not stated)
50	-12	CCOc1ccc(N(C(C)C(=O)NC2CCCCCC2)S(C)(=O)=O)cc1 (configuration not stated)
51	1	COc1ccc(OC)c(C(=O)COC(=O)C2CC3CCCC(C2)C3=O)c1 (configuration not stated)
52	2	Cc1nc(/C=[N+](\[O-])C(C)(C)/C=N/O)n(O)c1C
53	0	Cc1cc(C(=O)Nc2ccc3c(c2)OCCO3)c(C)o1
54	81	Cc1ccc(NC(=O)CCc2ccc(S(=O)(=O)NC3CCCCC3)cc2)cc1
55	2	Cc1ccc(C)c(CN2CCNC2=O)c1
56	-2	Cc1cc(OCC(=O)NC2CCN(Cc3ccccc3)CC2)c2c(C)c(C)c(=O)oc2c1
57	2	Cc1ccc(C(=O)NCCNC(=O)CN2CCOCC2)cc1
58	1	Cn1c(=O)[nH]c(=O)c2c1nc(CN1CCOCC1)n2CCc1ccccc1
59	-4	COc1cccc(C2CC(c3cccs3)=NN2C(=O)CSc2nc3c(cnn3-c3ccc(F)cc3)c(=O)[nH]2)c1OC (configuration not stated)
60	0	Nn1c(N2CCCCC2)nc2ccccc21

Given in markdown: entries from further up
| nr | smiles | miR-122 sensor |
| --- | --- | --- |
| 46 | CC1CCN(C(c2ccc(N(C)C)cc2)c2nnnn2C(C)(C)C)CC1 (configuration not stated) | -6 |
| 47 | CC(C)(NC(=O)N1CCOCC1)c1cccc(C(C)(C)NC(=O)N2CCOCC2)c1 | -4 |

(cont.)
#	miR-122 sensor	compound
61	0	Cc1ccc(S(=O)(=O)N2CCC(CN3C(=O)c4cccc5cccc(c45)C3=O)CC2)cc1
62	-3	c1ccc(COc2cccc(CN3CCN(c4ccccn4)CC3)c2)cc1
63	1	Nc1ccnc(C(F)(F)F)c1C(=O)c1ccccc1
64	2	N#Cc1ccc(NC(=O)c2sc3cc(C(F)(F)F)cnc3c2-c2cccs2)cc1
65	-1	O=C(CN1CCC(n2nnc3cc(F)ccc32)CC1)Nc1ccccc1N1CCOCC1
66	-32	C=CCc1c(OC)ccc2ccc(=O)oc12
67	0	O=C(CC(c1ccccc1)c1cc(Br)ccc1O)NCCN1CCOCC1 (configuration not stated)
68	7	COc1cc(OC)cc(-c2sc3ccc(OC)cc3c2-c2ccc(OCCN3CCCCC3)cc2)c1
69	10	Cc1[nH]c(=S)c(C#N)c(C)c1C(=O)Nc1ccccc1
70	6	O=C1C(=Cc2cccn2-c2ccc(O)cc2)C(=O)c2ccccc21
71	2	O=C(Cc1c(O)c2ccccc2[nH]c1=O)N(Cc1ccccc1)Cc1ccccc1
72	70	COc1ccc(CN2C[C@H]3CCCN3c3cc(Br)ccc3S2(=O)=O)cc1
73	-5	O=C1C2C3C=CC(C3)C2C(=O)N1CNc1ccccc1 (configuration not stated)
74	0	Cc1nn(Cc2c(F)c(F)c(F)c(F)c2F)c(C)c1NC(=O)c1c([N+](=O)[O-])cnn1C
75	-3	O=C(C1CCN(S(=O)(=O)c2cccc3nsnc23)CC1)N1CCn2c1nc1ccccc12

(listing goes on)
#	miR-122 sensor	compound
76	0	Fc1ccc(OCc2nnc(SCCN3CCOCC3)o2)cc1
77	3	C/C(O)=C\c1nc(=O)c2c(C)cc(C)nc2n1-c1ccccc1
78	-2	CCOC(=O)c1ccc2nc3c(cc2c1)CCS3
79	7	Cc1cc(C)c2oc(-c3ccc(Cl)c(NC(=O)c4ccc(C#N)cc4F)c3)nc2c1
80	-3	CC(=O)NC(CCS(C)(=O)=O)C(=O)Nc1ccccc1Cl (configuration not stated)
81	-2	O=C(CSc1nc2ccccc2n1CC(=O)N1CCCC1)N1CCN(C(=O)c2ccco2)CC1
82	2	COc1cc2c(=O)n(-c3ccc(C)cc3)c(=O)n(CC(=O)c3ccc4c(c3)OCO4)c2cc1OC
83	1	c1ccc(CSc2nnc(-c3sccc3-n3cccc3)o2)cc1
84	-3	CCCCOc1ccc(-n2nc(C)cc2C)nn1
85	5	CCCCn1c(SCC(=O)NCC2CCCO2)nc2ccc(N3CCOCC3)cc2c1=O (configuration not stated)
86	-3	CC(=O)c1c(C)[nH]c(C(=O)NC2CCCCC2)c1C
87	-7	Cc1c(Cl)cccc1Nc1nc(N)nc(CSCCO)n1
88	-7	CCOC(=O)C1CCN(c2nc(-c3ccccc3)nc3c2oc2ccccc23)CC1
89	-9	COc1ccc(N(CC(=O)NN=C2CCCCCCC2)S(=O)(=O)c2ccccc2)cc1Cl
90	2	CC(C)(NO)/C(=N\O)c1ccccc1

From entry 76 as far as 82, as listed above:
#	miR-122 sensor	compound
76	0	Fc1ccc(OCc2nnc(SCCN3CCOCC3)o2)cc1
77	3	C/C(O)=C\c1nc(=O)c2c(C)cc(C)nc2n1-c1ccccc1
78	-2	CCOC(=O)c1ccc2nc3c(cc2c1)CCS3
79	7	Cc1cc(C)c2oc(-c3ccc(Cl)c(NC(=O)c4ccc(C#N)cc4F)c3)nc2c1
80	-3	CC(=O)NC(CCS(C)(=O)=O)C(=O)Nc1ccccc1Cl (configuration not stated)
81	-2	O=C(CSc1nc2ccccc2n1CC(=O)N1CCCC1)N1CCN(C(=O)c2ccco2)CC1
82	2	COc1cc2c(=O)n(-c3ccc(C)cc3)c(=O)n(CC(=O)c3ccc4c(c3)OCO4)c2cc1OC

Next section:
#	miR-122 sensor	compound
91	1	Cn1c(SCC(=O)c2ccc(F)cc2)nnc1-c1ccccc1N
92	50	CN(C)c1ccc(/C=C(/NC(=O)c2ccccc2)C(=O)NCCCn2ccnc2)cc1
93	5	COc1cccc(C(=O)N(Cc2ccc3c(c2)OCO3)Cc2nc3ccccc3c(=O)[nH]2)c1
94	-2	CC(=O)c1c(N)[nH]c(-c2ccccc2)nc1=S
95	4	O=C(c1ccccc1Br)N1CCN(c2ccccc2)CC1
96	-3	C/C(CC(=O)Nc1ccccc1-c1ccccc1)=N\NC(=O)COc1ccc(C)cc1Br
97	-5	Cc1ccc(OCCC(=O)OCC(=O)N2c3ccccc3CC2C)cc1 (configuration not stated)
98	-5	O=C(NCCC1=CCCCC1)C(c1ccccc1)c1ccccc1
99	2	COC(=O)c1ccc(N2C(=O)CC(N(C)CCc3ccc(OC)c(OC)c3)C2=O)cc1 (configuration not stated)
100	5	CC(C)CC(=O)/C(=C\c1ccc(Cl)cc1Cl)n1cncn1
101	-2	O=C(O)CC(C(=O)OC1CCCCC1)N1CCOCC1 (configuration not stated)
102	4	O=C(NCC1CCCO1)C1c2ccccc2C(=O)N1Cc1ccc2c(c1)OCO2 (configuration not stated)
103	7	COc1ccc(CNc2ccc(S(N)(=O)=O)cc2)c(OC)c1OC
104	0	O=C(Nc1ccccc1)N(C1=NCCCCS1)c1ccccc1
105	3	O=C(Nc1ccc(Cl)cc1)c1ccsn1

Remaining list, next part
#	miR-122 sensor	compound
106	-6	CC(=O)N1c2ccccc2C(C)(c2ccccc2)CC1(C)C (configuration not stated)
107	4	O=C(COc1ccc2ccccc2c1Br)NNC(=O)Nc1ccccc1
108	2	O=C(NCCC1=CCCCC1)C1CC(=O)N(C2CCCCC2)C1 (configuration not stated)
109	-4	CCOC(=O)/C=c1\s/c(=C\c2ccc(C#N)cc2)c(=O)n1CC(=O)Nc1cccc(C)c1C
110	16	N#CCCN1CCN(Cc2cc(-c3ccccc3)ccc2O)CC1
111	-2	O=C(COc1ccccc1Cl)N1CCN(c2ncccn2)CC1
112	-6	O=C(CN1C(=O)c2ccccc2S1(=O)=O)Nc1cccnc1
113	-1	COc1ccc(NC(=O)C2CCN(c3cc(C)nc(-c4ccccc4)n3)CC2)cc1
114	-4	Cc1nc(SCc2c(F)cccc2Cl)n[nH]1
115	1	CCOC(=O)N1N=C(c2ccccc2)CC1(O)C(F)(F)F (configuration not stated)
116	-3	CCOc1cc(C(=O)Nc2ccc(N3CCN(S(C)(=O)=O)CC3)cc2)cc(OCC)c1OCC
117	-4	CC(C)c1nnc(NC(=O)C2c3ccccc3Oc3ccccc32)s1
118	-5	Cc1cnn(-c2cc(N/N=C/c3ccccc3Cl)ncn2)c1
119	2	CCOC(=O)CNC(=O)C(CO)NC(=O)OCc1ccccc1 (configuration not stated)
120	3	CCn1ncc(Br)c1C(=O)Nc1cc(C)ccc1F

Next section
#	miR-122 sensor	compound
121	0	CCS(=O)(=O)N1CCN(c2ccc([N+](=O)[O-])c(N3CCOCC3)c2)CC1
122	-6	CCOc1ccc(-c2nnc(N)s2)cc1
123	-5	CS(=O)(=O)N1CCc2cc(C(=O)N3CCOCC3)ccc21
124	1	CCOC(=O)c1sc2ncnc(N3CCN(c4ccc(OC)cc4)CC3)c2c1C
125	-3	COC(=O)c1ccc(NC(=O)CSc2nnc(-c3ccccc3)n2C)cc1
126	3	Cc1cc(-c2nnc3n2N=C(c2ccc(-c4ccccc4)cc2)CS3)n[nH]1
127	-2	Cc1cc(SCCC(=O)O)nc2ccccc12
128	5	Cc1ccc(S(=O)(=O)/N=C2/NC(=O)/C(=C\c3ccco3)S2)cc1
129	21	CCCN(CCC)C(=O)CC(c1ccccc1)c1cc(Br)ccc1O (configuration not stated)
130	9	CCOc1ccccc1OCCOCCN1CC(C)OC(C)C1 (configuration not stated)

These rows are one share of the data, so the mix of outcomes need not match the whole.
